Assay outcomes deposited in PubChem by several laboratories.
PLK1 kinase inh – inhibitors of human PLK1 kinase; recombinant PLK1 kinase, TR-FRET peptide phosphorylation; inhibition, % at 10 µM; 97,000 compounds, 0.53% hits;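 active = inhibition of 50% or more in the single-concentration screen; inactive = inhibition below 50%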;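 also: 0% = DMSO max control and 100% = H-89 dihydrochloride min control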
EphB4 antag – antagonists of human EphB4-ephrin-B2 interaction | 97,000 compounds, 0.15% hits | P54760 | EphB4 LBD / TNYL-RAW-Alexa532 peptide, fluorescence polarization | inhibition, % at 7 µM;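 active = inhibition above the screen-wide mean inhibition plus 3 SD, cut at about 15% in these data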;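 also: 0% = DMSO wells and 100% = excess unlabeled TNYL-RAW peptide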
HIV Rev-RRE inh – disrupts HIV-1 Rev binding to RRE RNA. P05866. Rev peptide-RRE RNA binding, FRET. inhibition, % at 8 µM. 97,000 compounds, 0.79% hits. AID 704;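 active = inhibition above the screen-wide mean plus 3 SD, cut at about 35% in these data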;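 also: 0% = median DMSO wells and 100% = median Neomycin B control wells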
Target sequence (P05866 whole entry, looked up): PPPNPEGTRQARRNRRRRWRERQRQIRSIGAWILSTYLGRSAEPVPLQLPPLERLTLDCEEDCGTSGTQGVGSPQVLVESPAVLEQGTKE
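Test system: Cy5-tagged RRE RNA duplex with fluorescein-tagged Rev peptide; Probe or stimulus: labelled Rev peptide; Schedule: 5 min preincubation and 15 min binding, 25 °C; Signal: FRET fluorescence readout; Evaluation: % inhibition from 671/540 nm acceptor-to-donor ratio, scaled between controls; Control set: DMSO and neomycin B.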
PTPN22 act – activators of human LYP (PTPN22) phosphatase. Q9Y2R2. recombinant LYP, DiFMUP fluorescence; 0 = plate median, 100 = signal doubled. activation, % at 2 µM. 96,000 compounds, 0.11% hits. AID 697;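 active = activation at 2 µM above a set limit, the mean plus 5 SD, cut at about 37% in these data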
cytoskel mod – cytoskeleton assembly modification; HUVEC TNFa F-actin phalloidin imaging, high content; inhibition, % at 2 µM; 91,000 compounds, 0.18% hits;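 active = inhibition above the batch mean plus 3 SD and confirmed as a hit by visual image inspection, cut at about 30% in these data, passing the limit was not always enough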; also: strong numbers were not always called active
FAK inh – FAK (human) kinase inhibition. Q05397. biochemical FAK kinase activity assay. inhibition, %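 (tested at 7 µM)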. 97,000 compounds, 0.84% hits. AID 727; in the data active = inhibition above about 19%;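 also: 0% = DMSO and 100% = reference compound high control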
Target sequence (Q05397 whole entry, looked up): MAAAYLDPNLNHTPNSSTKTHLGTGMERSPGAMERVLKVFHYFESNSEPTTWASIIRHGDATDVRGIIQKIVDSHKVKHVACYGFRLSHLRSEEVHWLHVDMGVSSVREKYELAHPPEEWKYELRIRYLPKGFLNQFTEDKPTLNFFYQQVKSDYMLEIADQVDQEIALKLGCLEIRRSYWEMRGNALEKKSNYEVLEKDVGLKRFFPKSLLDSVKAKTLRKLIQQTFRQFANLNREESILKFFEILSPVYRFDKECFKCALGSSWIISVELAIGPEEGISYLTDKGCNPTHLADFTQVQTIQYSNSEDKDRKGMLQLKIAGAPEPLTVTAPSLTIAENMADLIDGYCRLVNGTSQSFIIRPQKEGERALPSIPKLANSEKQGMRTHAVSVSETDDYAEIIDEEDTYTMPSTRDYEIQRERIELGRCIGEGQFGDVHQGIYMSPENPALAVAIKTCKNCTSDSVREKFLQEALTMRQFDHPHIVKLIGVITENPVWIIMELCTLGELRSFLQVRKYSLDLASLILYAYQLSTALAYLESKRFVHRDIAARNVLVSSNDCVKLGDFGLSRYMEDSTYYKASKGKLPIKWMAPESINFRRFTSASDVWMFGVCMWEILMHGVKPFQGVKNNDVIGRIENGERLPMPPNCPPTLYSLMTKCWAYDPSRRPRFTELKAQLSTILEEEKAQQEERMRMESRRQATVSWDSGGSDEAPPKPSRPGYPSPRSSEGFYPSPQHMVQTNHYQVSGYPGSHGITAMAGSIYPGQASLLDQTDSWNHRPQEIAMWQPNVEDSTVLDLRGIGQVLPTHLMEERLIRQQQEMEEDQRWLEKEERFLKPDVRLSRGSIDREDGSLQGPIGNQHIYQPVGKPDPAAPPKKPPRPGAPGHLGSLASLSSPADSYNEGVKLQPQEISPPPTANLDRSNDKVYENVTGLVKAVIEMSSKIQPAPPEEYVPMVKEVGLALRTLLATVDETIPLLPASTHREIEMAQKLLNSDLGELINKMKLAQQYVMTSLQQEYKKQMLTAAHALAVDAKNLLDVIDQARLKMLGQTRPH
PLK1 PBD inh – inhibitors of human Plk1 polo box domain binding; P53350; Plk1 PBD phosphopeptide binding, fluorescence polarization; inhibition, %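 (tested at about 20 µM)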; 97,000 compounds, 0.13% hits; AID 693; in the data active = inhibition above about 34%, passing the limit was not always enough
Pyk2 oligo antag – blocks oligomerization of human Pyk2 in cells | 99,000 compounds, 0.83% hits | Q293 cells, Pyk2 FERM NanoBiT luminescence; hits give low values | Q14289 | z-score (the deposit names both 25 µM and 10 µM);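 active = Z-score of -3 or lower, scaled per plate to the spread of control and sample wells; inactive = z-score above -3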;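 also: negative z-score means lost luminescence so less FERM oligomerization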
PTPN22 inh 2 – inhibitors of human LYP (PTPN22) phosphatase. recombinant LYP catalytic domain, DiFMUP fluorescence. inhibition, % at 2 µM. 96,000 compounds, 0.21% hits. AID 640;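 active = inhibition at 2 µM at or above a set limit, the screen mean plus 3 SD, cut at about 24% in these data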;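 also: 0% = DMSO with enzyme and 100% = enzyme fully blocked by orthovanadate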
Starred values were filed as active, the others as inactive; x = not tested or not shown. The order is random. About 3.5% of those tested had a hit in this group.

SMILES	PLK1 kinase inh	EphB4 antag	HIV Rev-RRE inh	PTPN22 act	cytoskel mod	FAK inh	PLK1 PBD inh	Pyk2 oligo antag	PTPN22 inh 2
CCOC(=O)N1CCC2(CC1)C(C#N)=C(N)Oc1c2sc2nc(C)cc(C)c12	-9	0	18	-6	5	1	3	0.01	5
O=Cc1cn(-c2ccccc2)nc1-c1cc2ccccc2oc1=O	-4	0	1	-10	x	8	-8	0.24	10
CC1CCCN(C(=O)CSCC(=O)N=c2sc3ccccc3n2C)C1 (stereo not given)	-3	4	8	2	16	2	-4	0.99	-5
O=C(Nc1ccccn1)c1ccc2ccccc2n1	-6	-3	4	-2	12	3	-8	-0.51	3
COCCOC(=O)c1c(C)oc2ccc(OC(=O)c3ccc4c(c3)OCO4)cc12	3	-7	7	7	-11	3	1	0.64	-8
Cc1ccccc1/C=N\NC(=O)c1csnn1	-7	-1	5	8	x	1	17	-0.2	-6
CCOc1cc(/C=C2\N=C(C)OC2=O)cc(Br)c1OCC(=O)OC	-13	-7	2	8	17	-2	21	0.17	-3
COC(=O)c1ccc(CSc2nnc(NCc3ccccc3)s2)o1	-10	3	9	0	-8	0	19	-0.47	0
COc1ccc(OC(C)C(=O)NC2CC(C)(C)NC(C)(C)C2)cc1 (stereo not given)	5	-1	4	2	8	0	-10	-0.5	-3
CCn1c(SCC(=O)NC(C)(C)C)nnc1-c1ccccn1	-4	9	-5	-4	14	1	35	0.78	6
COC(=O)c1[nH]c2ccc(Cl)cc2c1NC(=O)CN1CCc2cc(OC)c(OC)cc2C1	-11	-6	10	-10	-7	1	-24	-1	10
C=CCn1c(SCC(=O)N2CC(=O)Nc3ccccc32)nc2scc(-c3ccccc3)c2c1=O	-2	4	11	-15	3	-4	11	-2.4	16
Cc1ccc(/C=N/NC(=O)c2c[nH]c3ccccc23)s1	-7	4	10	2	0	-1	-3	-0.03	0
Cc1cc([N+](=O)[O-])cnc1NC(C)c1ccccc1 (stereo not given)	-6	5	-1	1	-1	2	7	-0.65	2
Cc1cc(C)cc(N(C(=O)C2CCCC2)C2C=CS(=O)(=O)C2)c1 (stereo not given)	-10	-6	-2	2	0	-2	7	0.03	-2
CCN(CC)S(=O)(=O)c1ccc(NC2c3ncccc3C(=O)N2Cc2ccccc2)cc1 (stereo not given)	3	-5	9	9	x	0	-25	0.48	-8
CCCCOC(=O)CCc1nc2ccccc2[nH]1	-22	1	1	8	-4	-2	0	0.37	-6
COc1cc(C(=O)Nc2ccc3c(c2)OCCO3)c(-n2cnnn2)cc1OC	9	4	9	-5	3	3	5	0.31	2
CCC(=O)NCc1nc2ccccc2n1Cc1ccccc1F	-7	-1	-4	1	-39	-1	12	0.16	-5
CC1(C)CC(=O)C2=C(C1)OC(N)=C(C#N)C2Cc1ccccc1 (stereo not given)	-7	7	7	12	-18	0	-6	0.37	-16
CCOc1ccc(NC(=O)C2CC(=O)N=C(N)S2)cc1 (stereo not given)	-17	1	1	-1	-25	-2	3	-0.53	-4
CCCc1cc(N2CCCC(C(=O)Nc3c(OC)cccc3OC)C2)n2ncnc2n1 (stereo not given)	-16	2	5	-8	6	-2	-5	-0.05	10
CC1(C)CC(=O)C2=C(C1)N(c1ccccc1)C(N)=C(C#N)C2c1ccccc1 (stereo not given)	-9	1	-4	1	-15	2	1	0.75	-2
Clc1cccc(CSc2nnc(-c3ccccn3)n2Cc2ccco2)c1	-1	-5	8	1	-15	2	5	-0.84	-2
O=C(CSC1=NC(=O)C(c2ccccc2)C(=O)N1)Nc1ccccc1Cl (stereo not given)	13	3	10	4	-6	1	15	0.75	-2
Cc1ccc(C(=O)COc2ccccc2C(=O)Nc2ccccc2)cc1	-10	-1	11	-6	28	-7	-17	-0.7	9
CCc1ccc(CCC(=O)Nc2ccccc2C(=O)O)o1	-10	-5	0	19	-2	1	5	-1.1	-15
COc1ccc(OC)c(S(=O)(=O)Nc2ccc(OCC(=O)O)cc2)c1	-9	-3	6	0	6	-1	-31	x	-1
CC1CN(C2CCN(C(=O)COc3ccc(Cl)cc3)CC2)CC(C)O1 (stereo not given)	-10	2	3	1	10	2	-5	0.36	0
COc1ccccc1CNS(=O)(=O)c1ccc2c(c1)oc(=O)n2C	-5	x	x	-3	-29	x	-5	x	1

Results in PLK1 PBD inh and PLK1 kinase inh, for some of the entries so far:
Molecule | PLK1 PBD inh | PLK1 kinase inh
CC1(C)CC(=O)C2=C(C1)N(c1ccccc1)C(N)=C(C#N)C2c1ccccc1 (stereo not given) | 1 | -9
COc1cc(C(=O)Nc2ccc3c(c2)OCCO3)c(-n2cnnn2)cc1OC | 5 | 9
CC1(C)CC(=O)C2=C(C1)OC(N)=C(C#N)C2Cc1ccccc1 (stereo not given) | -6 | -7
COc1ccc(OC)c(S(=O)(=O)Nc2ccc(OCC(=O)O)cc2)c1 | -31 | -9

Other entries follow.
SMILES	PLK1 kinase inh	EphB4 antag	HIV Rev-RRE inh	PTPN22 act	cytoskel mod	FAK inh	PLK1 PBD inh	Pyk2 oligo antag	PTPN22 inh 2
O=C(NCc1cccnc1)c1sc2ccccc2c1Cl	3	-1	4	-2	7	-1	-25	-0.22	0
CC1(C)CC(=O)c2sc(NC(=O)C3CC3)nc2C1	75*	1	8	x	x	-5	6	x	x
Cc1ccc2cc3cc(C(=O)NCCN4CCOCC4)oc3nc2c1	-12	-4	5	-11	-36	-1	-11	-0.16	14
Cc1ccc(/C(N)=N/OC(=O)CCC2CCCCC2)cc1	-6	4	10	0	17	0	-28	1.2	4
Cc1cc(C)cc(C(=O)N2CC(C)OC(C)C2)c1 (stereo not given)	-5	4	5	4	-2	-1	-14	0.25	-5
Cc1onc(-c2c(Cl)cccc2Cl)c1C(=O)c1c[nH]c(C(=O)NCCCN2CCOCC2)c1	-3	-2	-3	7	-4	1	-24	0.02	-4
O=C(CCCn1c(=S)[nH]c2cc3c(cc2c1=O)OCO3)N1CCN(c2ccc(F)cc2)CC1	8	-5	-3	-10	-11	-6	20	-1.7	8
CCOc1ccc(C(=O)OCC(=O)Nc2nc(OC)cc(OC)n2)cc1OCC	-1	-2	-3	-1	-10	2	-22	0.34	1
CCOc1cc(/C=C2/NC(=O)N(Cc3ccccc3F)C2=O)ccc1O	-2	2	1	-5	-12	-2	-9	-0.66	5
O=C(c1cccc(S(=O)(=O)N2CCOCC2)c1)N1CCCCCC1	-12	5	-2	10	3	1	-16	0.83	-11
N#CCc1ccc(C(=O)c2ccccc2)s1	-8	-2	5	-7	4	6	-17	0.75	10
COc1ccc(NC(=O)c2oc3ccccc3c2NC(=O)c2ccco2)c(OC)c1	-14	-2	-2	-4	-19	-1	-6	-2.3	1
CC1=C(C(=O)OCC2CCCO2)C(c2ccc(C)o2)C2=C(CC(c3ccc(F)cc3)CC2=O)N1 (stereo not given)	-9	4	6	11	-20	1	-17	0.44	-11
COC(=O)Cc1cc(=O)n2[nH]c(C)cc2n1	3	-1	1	28	5	3	20	0.07	-31
COc1ccc(Cl)cc1-c1n[nH]c(=S)n1C	-9	6	3	6	4	1	10	1.6	-7
CCCC(=O)Nc1ccc(C(=O)NNC(=O)c2ccccc2Br)cc1	-12	-1	3	-5	16	0	-5	-0.01	8
C=Cn1c(C(=O)O)cc(CC)c1-c1ccccc1	-9	-7	7	10	2	-2	4	1.4	-12
COc1ccc(-c2csc(NC(=O)c3cccc(S(=O)(=O)N4CCN(C)CC4)c3)n2)cc1	-6	-6	3	6	11	-9	-8	-2	-4
COc1ccc(C)cc1NC(=O)c1nnn(Cc2cccc(F)c2)c1N	0	7	1	8	5	-3	-4	x	-9
CCOc1cc(N2CCOCC2)c(OCC)cc1NC(=O)Cc1cn2ccsc2n1	-11	-2	-1	-5	10	-1	-19	0.39	4
Cc1ccc(C)c2[nH]c(=O)c(C(c3nnnn3Cc3ccco3)N3CCc4ccccc4C3)cc12 (stereo not given)	-9	-2	18	8	1	2	27	0.34	-10
Cn1c(=NC(=O)CSCC(=O)N2CCCCC2)sc2ccccc21	-5	-5	1	0	6	-1	-33	1.9	0
CS(=O)(=O)N(CC(=O)NC1CCCCCC1)Cc1ccc(Cl)cc1	-6	6	13	-12	x	1	-11	1.4	15
COc1ccccc1NC(=O)CC1C(=O)Nc2c1c(=O)n(C)c(=O)n2C (stereo not given)	-7	-3	4	9	-14	-3	-1	0.31	-10
O=C(c1ccco1)[C@@H]1[C@@H]2C(=O)N(c3ccccc3)C(=O)[C@@H]2C2c3ccccc3C=CN21 (stereo not given in full)	-7	-4	34	2	46	19*	-10	0.1	-2
COc1cc(-c2nnc(SCC3(c4ccc(Br)cc4)OCCO3)o2)cc(OC)c1OC	-10	-7	4	-6	-14	0	22	-1.4	11
Cc1cccc(NCN2C(=O)c3ccncc3C2=O)n1	-13	4	6	-15	-3	-4	10	0.6	11
CC(C)Cc1nnc(NC(=O)CSc2ncn[nH]2)s1	-1	2	7	-5	7	0	-14	-0.99	2
Cc1cc(C)cc(OCC(=O)NCC2CCCO2)c1 (stereo not given)	-8	2	2	-1	0	-5	-1	-0.27	1
Cc1cccc(S(=O)(=O)NCCC(=O)OC(C)C(=O)NC(=O)NC2CCCCC2)c1 (stereo not given)	4	-9	-1	6	29	-1	10	0.18	-6
COCC(=O)N(C)c1nnc(-c2ccccn2)s1	-2	-1	5	-6	x	-6	41	-0.17	10
CN(CC(=O)N1CCN(c2ccccn2)CC1)S(=O)(=O)c1ccccc1	-9	0	6	-1	9	1	7	0.19	2
COc1cc(/C=N/N=C2\CC3CCC2(C)C3(C)C)ccc1O (stereo not given)	-7	9	6	2	4	-2	17	-1.7	-1
Cc1cc(NC(=O)CC2CCCC2)n(-c2nc3ccccc3[nH]2)n1	-2	12	13	-3	0	9	3	-2	3
CCCc1nnc(SCC(=O)N2CCCC(C)C2)n1CCCOC (stereo not given)	-10	3	1	-5	10	6	-14	0.14	4
CCn1c(=O)c2ccccc2n2c(SCC(=O)N3CCCc4ccccc43)nnc12	-8	-2	4	1	x	-10	-4	-0.9	0
Cc1ccccc1C(=O)NCc1ccncc1	-12	3	7	-14	-9	-2	9	1.5	15
N#CC(=C1CCCC1)c1nc(-c2ccccc2O)cs1	-5	-1	7	-1	3	6	25	-0.51	-1
CN1C(=O)N(C)C2C1N(CN1CCCCC1)C(=O)N2CN1CCCCC1 (stereo not given)	-12	0	8	5	-4	-2	34	0.07	-6
O=C(Nc1cccc2ncccc12)C12CC3CC(CC(C3)C1)C2	-12	3	0	-7	-1	0	2	1.2	9
Cc1cc(C)nc(SCC(=O)N2CCC(C(N)=O)CC2)n1	-4	-2	-2	-6	17	1	-9	0.93	6
CC(=O)/C=N/Nc1ccccc1	-2	8	7	1	13	-11	20	0.48	3
CC/C(O)=N\S(=O)(=O)c1ccc(N=NN(C)C)cc1	-10	10	9	-2	-7	1	13	0.06	1
CCOc1ccc2nc(SCC(=O)N3CCCCCC3)c(C#N)cc2c1	-8	1	9	-10	7	25*	-2	-2	13
CC1(C)CC(=O)C2=C(C1)NC(SCC(=O)Nc1ccccc1)=C(C#N)C21CCCCC1	-8	-3	7	-1	8	-4	-22	-2	2
O=C(CCCSc1nc(-c2ccco2)cc(C(F)(F)F)n1)NCC1CCCO1 (stereo not given)	-12	-3	4	-3	-9	0	-7	0.04	2
COc1ccccc1N1CCN(C(=O)c2cc(-c3cccc(Cl)c3)on2)CC1	1	3	3	2	2	-1	30	-1	-4
O=C(c1ccc(-c2nnc(Nc3ccccc3)c3ccccc23)cc1)N1C[C@H]2C[C@H](C1)c1cccc(=O)n1C2	-12	0	1	-4	-4	7	7	0.65	6

PLK1 kinase inh: entries above that show a hit.
SMILES	PLK1 kinase inh	EphB4 antag	HIV Rev-RRE inh	PTPN22 act	cytoskel mod	FAK inh	PLK1 PBD inh	Pyk2 oligo antag	PTPN22 inh 2
CC1(C)CC(=O)c2sc(NC(=O)C3CC3)nc2C1	75*	1	8	x	x	-5	6	x	x
